GSTO1 counter: inhibitors of recombinant GSTO1, primary screen, counter-screen for RBBP9 inhibitor project, biochemical, fluorescence polarization; Glutathione S-transferase omega-1 (Homo sapiens), P78417; activity-based probe fluorescence polarization; inhibition, % at 5.96 µM; hit rate 1.1% among 300,000;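 active = inhibition above the campaign mean inhibition plus 3 SD, cut at about 35% in these data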;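 note: 0% = GSTO1-1 with DMSO and 100% = wells lacking GSTO1-1 enzyme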
PAFAH2 inh: PAFAH2 enzyme inhibitors, primary screen, biochemical, fluorescence polarization, human; inhibition, % at 3.39 µM; hit rate 0.99% among 340,000; AID 492956, 2010; recombinant PAFAH2, FP-rhodamine activity probe; Platelet-activating factor acetylhydrolase 2, cytoplasmic (Homo sapiens), Q99487;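 active = inhibition above the mean over all tested compounds plus 3 SD, cut at about 30% in these data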;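 note: inhibitors block probe labeling of enzyme so polarization drops; 0% = enzyme with DMSO and 100% = wells lacking PAFAH2 protein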
LYPLA2 inh: LYPLA2 inhibitors, primary screen, counter-screen for PME1 inhibitor project, biochemical, fluorescence polarization, FP-Rh probe ABPP. inhibition, % at 5.9 µM. hit rate 0.38% among 320,000. Acyl-protein thioesterase 2 (Homo sapiens), O95372. recombinant LYPLA2;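 active = inhibition above the screen-wide mean plus 3 SD, limit set per campaign, cut at about 26% in these data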;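 note: 0% = LYPLA2 with DMSO and 100% = wells lacking LYPLA2 enzyme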
Target sequence (O95372 whole entry, looked up): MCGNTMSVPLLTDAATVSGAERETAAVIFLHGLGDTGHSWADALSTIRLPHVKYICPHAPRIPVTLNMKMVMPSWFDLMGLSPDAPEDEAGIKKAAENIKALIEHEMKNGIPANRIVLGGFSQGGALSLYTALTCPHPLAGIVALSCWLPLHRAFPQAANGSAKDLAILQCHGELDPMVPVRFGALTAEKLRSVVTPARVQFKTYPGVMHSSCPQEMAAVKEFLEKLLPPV
PAD4 inh: human PAD4 inhibitors, primary screen, biochemical, fluorescence polarization, 1536-well format; Protein-arginine deiminase type-4 (Homo sapiens), Q9UM07; recombinant PAD4, RCA probe fluorescence polarization; inhibition, % at 6.36 µM; hit rate 0.41% among 330,000;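 active = percent inhibition above a cutoff equal to the mean of all tested compounds plus 3 SD, cut at about 15% in these data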;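 note: 0% = PAD4 with RCA probe and DMSO and 100% = probe without PAD4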
EBNA-1 inhibitor: EBNA-1 DNA-binding inhibitors, primary screen, biochemical, fluorescence polarization; inhibition, % at 14.8 µM; hit rate 0.34% among 300,000; AID 1950, 2009; in the data active = inhibition above about 28%
PAFAH1B3 inh: PAFAH1B3 enzyme inhibitors, primary screen, biochemical, fluorescence polarization, human; inhibition, % at 3.39 µM; AID 492972, 2010; recombinant PAFAH1B3, FP-rhodamine probe; Platelet-activating factor acetylhydrolase IB subunit alpha1 (Homo sapiens), Q15102; hit rate 0.28% among 340,000;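 active = inhibition above the screen-wide average of all tested compounds plus 3 SD, cut at about 25% in these data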;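 note: 0% = enzyme with DMSO only and 100% = wells lacking PAFAH1B3 protein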
ZTA counter: blocks Epstein-Barr virus ZTA, an EBNA-1 counter-screen; ZTA-DNA binding, fluorescence polarization; inhibition, % at 11 µM; hit rate 0.15% among 320,000; in the data active = inhibition above about 33%
PREPL inh: PREPL enzyme inhibitors, primary screen, biochemical, fluorescence polarization; Prolyl endopeptidase-like (Homo sapiens), Q4J6C6; recombinant PREPL, fluorescence polarization activity-based probe; inhibition, % at 5.96 µM; hit rate 0.68% among 320,000; AID 2751, 2010; in the data active = inhibition above about 43%;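 note: 0% = enzyme with DMSO and 100% = wells lacking enzyme; many of its hits are not listed in these tables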
Target sequence (Q4J6C6 whole entry, looked up): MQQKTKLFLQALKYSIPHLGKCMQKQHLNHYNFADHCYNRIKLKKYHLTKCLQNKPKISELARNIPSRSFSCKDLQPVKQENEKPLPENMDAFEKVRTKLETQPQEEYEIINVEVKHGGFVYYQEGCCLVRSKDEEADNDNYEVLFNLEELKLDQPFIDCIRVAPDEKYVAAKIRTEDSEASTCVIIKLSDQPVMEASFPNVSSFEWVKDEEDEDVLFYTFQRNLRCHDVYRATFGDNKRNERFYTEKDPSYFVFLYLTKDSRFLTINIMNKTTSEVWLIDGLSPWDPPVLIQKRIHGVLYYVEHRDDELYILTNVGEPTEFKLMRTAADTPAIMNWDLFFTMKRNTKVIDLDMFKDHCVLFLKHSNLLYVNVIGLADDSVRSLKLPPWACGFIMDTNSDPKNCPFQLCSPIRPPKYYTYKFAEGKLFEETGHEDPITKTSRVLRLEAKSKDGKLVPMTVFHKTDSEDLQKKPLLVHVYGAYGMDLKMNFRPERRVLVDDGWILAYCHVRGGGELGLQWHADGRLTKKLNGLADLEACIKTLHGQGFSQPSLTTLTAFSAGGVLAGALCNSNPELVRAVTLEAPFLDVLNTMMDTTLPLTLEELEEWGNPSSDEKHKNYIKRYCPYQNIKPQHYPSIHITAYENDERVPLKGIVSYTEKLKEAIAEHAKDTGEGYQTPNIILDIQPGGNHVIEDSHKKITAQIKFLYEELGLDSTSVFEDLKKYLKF
LYPLA1 inh: LYPLA1 inhibitors, primary screen, counter-screen for PME1 inhibitor project, biochemical, fluorescence polarization, FP-Rh probe ABPP | recombinant LYPLA1 | Acyl-protein thioesterase 1 (Homo sapiens), O75608 | hit rate 0.16% among 320,000 | inhibition, % at 5.9 µM;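 active = inhibition above the mean of all tested compounds plus 3 SD, set per campaign, cut at about 14% in these data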;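 note: inhibitors block serine hydrolase probe labeling of LYPLA1 so polarization falls; 0% = enzyme with DMSO and 100% = wells lacking LYPLA1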
Numbers without * were called inactive; / = no result given; & = joins results of further samples.

smiles	GSTO1 counter	PAFAH2 inh	LYPLA2 inh	PAD4 inh	EBNA-1 inhibitor	PAFAH1B3 inh	ZTA counter	PREPL inh	LYPLA1 inh
COc1cc(/C=C(/NC(=O)c2ccccc2)C(=O)N2CCOCC2)c([N+](=O)[O-])cc1OC	-2	1	1	-5	13	1	10	-2	-2
CCC(=O)/C(=C(/O)c1ccccc1)c1nc2ccccc2[nH]1	-3	11	-6	4	-3	-2	2	-3	0
O=C1NC2(CCc3ccccc3C2)C(=O)N1CCOc1cccc(Cl)c1 (configuration not stated)	1	8	5	4	-4	-1	-8	-43	2
Cc1ccc(CCN2CC(C(=O)O)CC2=O)cc1 (configuration not stated)	-2	-3	5	-3	-1	3	0	15	4
COc1ccc(CCNC(=O)CSc2nc(N)cc(=O)[nH]2)cc1OC	10	4	-1	-6	4	2	-1	6	-2
CCn1c(CNC(=O)c2ccccc2F)nnc1SCC(=O)NC1CCCCC1	3	-6	-7	0	3	7	-11	0	-5
COc1ccc(NC(=S)NNC(=O)OC(C)(C)C)cc1OC	6	-4	2	1	-15	0	8	-6	0
CCOc1ccc(N(CC(=O)NCCOc2ccccc2OC)S(=O)(=O)c2ccccc2)cc1	3	0	-2	-3	4	5	-11	-2	-4
CCCCCC(=O)N1CCN(S(=O)(=O)c2ccc3c(c2)OCCO3)CC1	4	-14	-4	3	0	0	4	3	-1
CC1(CC(=O)N/N=C/c2ccc(-c3cccc(C(F)(F)F)c3)o2)OCCO1	-3	-4	-2	-3	0	6	5	-3	2
CC(C)(C)n1nnnc1C(c1cccc(C#N)c1)N1CCC(Cc2ccccc2)CC1 (configuration not stated)	1	-1	4	-1	-7	-7	12	32	2
CCOc1ccc(C(=O)NCC(=O)OCc2c(F)cccc2Cl)cc1	-1	3	-3	-2	2	2	4	-19	1
CC(Sc1nnc(-c2ccc(Cl)cc2)n1N)C(=O)NCC1CCCO1 (configuration not stated)	3	-4	3	-1	5	1	-2	8	2
COCCN1C=C(C(=O)OC)C(c2ccccc2Cl)C(C(=O)OC)=C1	7	1	2	2	0	-10	3	0	1
CCOc1cc(C2C(C#N)=C(N)Oc3n[nH]c(C)c32)ccc1OCCN1CCOCC1 (configuration not stated)	11	-4	6	0	9	10	-11	-1	3
Cc1cc(NC(=O)CSc2nnc(-c3c[nH]c4ccccc34)n2-c2ccc(Cl)cc2)no1	-2	1	-7	-7	0	3	-10	2	-6
COc1ccc(CCNC(=O)COC(=O)/C=C/c2ccc(OC)cc2OC)cc1	/	72*	/	-4	/	13	/	3	/
CCN(CC)c1ncnc2sc(C(=O)N3CCN(c4ccccc4)CC3)c(C)c12	3	2	13	-2	3	3	6	-67	1
Cc1c(NC(=O)c2ccccc2)cccc1[N+](=O)[O-]	5	0	3	-4	-12	6	-14	2	0
Cc1ccccc1C(=O)NCC(=O)OC(C)C(=O)NC(C)CCc1ccccc1 (configuration not stated)	/	13	-2	-1	/	9	-20	0	0
O=C(Nc1cccc(S(=O)(=O)N2CCCCC2)c1)c1cc(=O)[nH]c2ccccc12	/	2	/	-2	/	4	/	14	/
Cc1csc(=Nc2ccc(S(=O)(=O)N3CCOCC3)cc2)n1Cc1ccco1	7	-2&-2	6	2	-3	7&7	0	19	1
CCN(CC)C(=O)[C@H]1CC(CC(=O)NCc2ccc(OC)c(OC)c2)C(=O)N2CCc3c([nH]c4ccccc34)[C@]12C (some centres not stated)	/	-1	/	4	/	-6	/	8	/
O=C(COC(=O)c1cccc(S(=O)(=O)N2CCOCC2)c1)Nc1ncc(C(F)(F)F)cc1Cl	5	21	3	-2	0	4	9	4	-3
CC[N+](C)(CC)CC(O)COCC1COc2ccccc2O1 (configuration not stated)	5	2	-2	-5	8	6	-17	13	1
Cn1c(SCC(=O)Nc2ccc3cn[nH]c3c2)nnc1-c1cccs1	-4	6	29*	-1	2	17	-1	-40	4
CCN(CC)S(=O)(=O)c1ccc2c(c1)N(CC(=O)N1CCC(C(N)=O)CC1)C(=O)CO2	-6	5	-6	-5	-13	1	-1	12	1
COc1ccc(CCC(=O)OCc2csc(CC(=O)Nc3ccccc3C)n2)cc1	-3	7	-2	1	5	-4	-9	-5	1
O=C(N/N=C/c1cc([N+](=O)[O-])cc([N+](=O)[O-])c1O)C(O)(c1ccccc1)c1ccccc1	/	4	-7	1	/	14	-4	7	-3
COc1ccc([C@H]2CC(=O)C=C(c3cccc(C#N)c3)C2)cc1	/	14	33*	0	/	6	-14	10	12
CCOc1ccc(NC(=O)CN2C(=O)NC(CCc3ccccc3)C2=O)cc1OCC (configuration not stated)	/	2	/	-1	/	6	/	20	/
CC(C(=O)N1CCOCCOCCOCCOCCOCC1)N1C(=O)c2ccccc2C1=O (configuration not stated)	-1	12	-3	-2	7	10	-1	15	1
O=C(Cc1ccc([N+](=O)[O-])cc1)c1ccc(O)cc1O	6	-1	4	2	2	-3	-19	3	1
CN(C)S(=O)(=O)c1cccc(NC(=S)NC2CCCCC2)c1	6	-3	4	2	8	6	-10	1	1
C=CCN(c1ccccc1)S(=O)(=O)c1cccc(C(=O)NCC(c2cccs2)N2CCOCC2)c1 (configuration not stated)	11	9	5	1	-4	0	-20	-11	3
COc1cc(CNCCN(C)C)c(Br)cc1OCC(=O)NCc1ccccc1	3	-1	6	-6	8	-1	-17	2	-1
CCN(C(=O)CN1CCOCC1)c1c(N)n(Cc2ccccc2)c(=O)[nH]c1=O	8	7	-1	2	7	-4	5	1	-1
NC(=O)Nc1ccc(C(=O)OCC(=O)c2c[nH]c3ccccc23)cc1	/	36*	/	-3	/	11	/	-13	/
Cc1c(Cl)cccc1N=Cc1ccc([N+](=O)[O-])s1	39*	71*	6	-11	3	13	10	20	-1
CSc1ccc(/C=N/NC(=O)C[n+]2ccccc2)cc1	0	-3	0	-4	15	5	-4	-9	-1
COc1ccccc1NC(=O)CSc1nnc(CC(=O)Nc2cccc(C(F)(F)F)c2)n1C	6	-7	-7	-30	2	1	-7	8	-3
CCOC(=O)c1ccc(NC(=O)c2cc(=O)[nH]c3ccccc23)cc1	7	0	5	0	4	3	0	-3	1
COc1ccc(OC(C)C(=O)NC2CC(C)(C)NC(C)(C)C2)cc1 (configuration not stated)	5	-1	-1	-1	6	1	5	12	-1
Cc1nc2sc(C(c3cccs3)N3CCN(C(=O)c4ccco4)CC3)c(O)n2n1 (configuration not stated)	2	-2	5	0	-1	1	-9	-1	1
COc1ccccc1N1Cc2ccccc2C1	12	7	5	-2	7	1	-34	6	-1
COC(=O)CCN1CCC(c2cc(-c3cccc(C(F)(F)F)c3)n[nH]2)CC1	6	-5	3	-2	-2	1	9	3	2
CCS(=O)(=O)N1CCN(c2ccnc3cc(Cl)ccc23)CC1	-8	/	-2	0	9	/	0	-4	-1
O=C(NCC(c1ccco1)N1CCCCC1)c1cccc(S(=O)(=O)Nc2ccccc2Cl)c1 (configuration not stated)	-1	1	-5	-12	-3	7	-6	-2	0
O=C(/C=C/c1cccc([N+](=O)[O-])c1)NCc1ccccc1	-1	5	-5	-2	8	3	11	9	-3
Cc1cccnc1NC(=O)c1ccc2c(c1)OCCO2	5	-6	2	-3	5	4	-12	3	0
COc1cc(-c2nc(Cc3c(F)cccc3Cl)no2)cc(OC)c1OC	-10	0	4	-4	8	-1	-1	8	0
O=C(Nc1ccc2ccccc2c1)/C(=C/c1cccc(Br)c1)NC(=O)c1ccco1	1	-27	-24	-6	-7	-10	-4	-6	-16
O=C1CN(C(=O)/C=C/c2cccc(Cl)c2)c2ccccc2N1	-1	5	4	2	-4	4	-18	-8	-2
COCCn1c(C)cc(/C=C2/NC(=O)N(c3ccc(Cl)cc3)C2=O)c1C	-2	-7	-4	2	-7	-5	-6	15	1
CC(C)CCn1c(Oc2ccc(Cl)cc2)nc2c1c(=O)n(C)c(=O)n2C	10	-5	-1	1	11	-2	4	10	-1
O=C(NCC1CCCO1)C1CC1(c1ccccc1)c1ccccc1 (configuration not stated)	-6	5	0	-3	6	1	-1	4	2
COC(=O)c1ccccc1NC(=O)N1CSC[C@H]1C(=O)OC	8	-2	-2	-1	-11	2	8	8	-5
CC(=O)Nc1cccc2c1C(=O)N(c1ccccc1C)C2=O	-3	6	-4	-1	4	9	2	3	-1
CCCCNC(=O)C1CCN(Cc2ccccn2)CC1	-3	4	4	-4	-11	7	20	-2	1
CCn1c(SCC(=O)NC(C)C)nnc1-c1cccs1	-2	3	10	-1	0	0	7	0	3

Additional compounds follow.
smiles	GSTO1 counter	PAFAH2 inh	LYPLA2 inh	PAD4 inh	EBNA-1 inhibitor	PAFAH1B3 inh	ZTA counter	PREPL inh	LYPLA1 inh
CC(C)(C)c1cc(N2CCOCC2)n2ncc(-c3ccccc3)c2n1	-4	-9	-2	-2	-3	7	3	21	2
COc1ccc(C(=O)O)cc1S(=O)(=O)Nc1ccc(C)cc1	4	-7	-3	-3	-4	1	9	3	0
COc1ccc(CN(C)C(=O)Cn2ccsc2=N)cc1OC	-3	-2	-4	2	-9	5	7	2	-5
COc1ccc(OC)c(/C=C/C(=O)OCC(=O)NCc2ccccc2)c1	/	46*	/	-1	/	3	/	1	/
c1ccc(-c2csc(Nc3ccccn3)n2)cc1	1	1	-1	-5	-12	11	-5	4	1
CN1CCN(NC(=O)c2cc(Br)ccc2Cl)CC1	1	-6	-4	-1	-6	3	19	-15	-2
O=C(c1ccccc1)N1N=C(c2ccco2)CC1c1cccs1 (configuration not stated)	-1	7	-1	0	-9	9	0	-12	-1
C/[N+]([O-])=C1\Cc2ccccc2C1=O	-12	-5	4	-6	11	5	-4	-38	0
Cc1cc(C)cc(NC(=O)CN(c2ccc(F)cc2)S(C)(=O)=O)c1	9	8	0	-5	-6	5	1	-10	-1
O=C(NCc1ccco1)c1ccc(Cl)nc1	2	-2	5	-5	1	2	6	-3	8
COc1cc(C(=O)N[C@H](C(=O)NC2CCCCCC2)C(C)C)cc(OC)c1OC	7	1	-4	-3	12	1	19	3	1
O=C(Cc1ccccc1)NC1CCS(=O)(=O)C1 (configuration not stated)	6	-1	-6	0	4	8	1	-8	-1
O=C(NCc1cccnc1)c1ccc(NC(=O)c2ccco2)cc1	3	5	10	0	-7	5	-8	12	1
COc1ccc(OCCCC(=O)OCC(=O)Nc2ccc(Cl)cn2)cc1	-5	9	-6	-2	10	5	11	5	-4
CC1CCN(C(=O)C(NS(=O)(=O)c2cccc3nsnc23)C(C)C)CC1 (configuration not stated)	1	4	3	2	-3	0	-8	7	1
O=C1CN(Cc2ccccc2)C(=NCc2ccco2)S1	-5	10	3	-3	3	-1	4	12	-5
CC(C)Nc1nnc(SCC(=O)c2c(N)n(Cc3ccccc3)c(=O)n(C)c2=O)s1	-3	-5	9	-1	8	-6	-14	6	1
CC(Sc1ccc(Cl)cc1)C(=O)NNC(=O)c1csc(N2CCOCC2)n1 (configuration not stated)	1	10	0	2	3	0	-4	6	2
CC(C)(C)C1CCC(=NNC(=O)c2ccc(Br)o2)CC1 (configuration not stated)	0	5	-7	-2	-6	-2	0	8	-2

This is a subset (hit frequency here may not be typical).
